Source: PubChem (several laboratories)
HPDE-C7K KRASV12: viability loss of HPDE-C7K cells – cell-based, fluorescence, HTS, primary screen (AID 431) | HPDE-C7K KRASV12 cells, Alamar Blue viability, 48 h; higher % means a stronger effect | cytotoxicity, % at 10 µM; hits with a dose series show EC50 in µM | 63,000 tested, 1.7% active;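 active means compounds whose percent cytotoxicity in the single-dose primary screen, scaled between solvent and toxic-drug controls, exceeds 50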;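 further: 0% = DMSO solvent wells and 100% = doxorubicin-treated wells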
Spn DPM-DC inh: blocks S. pneumoniae diphosphomevalonate decarboxylase; purified DPM-DC, PK/LDH coupled NADH fluorescence; calls only at 10 µM; 65,000 tested, 0.49% active;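 active means the 320 compounds with the highest percent inhibition in the single-dose primary screen, excluding strongly autofluorescent ones, cut at about 32% in these data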;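 further: kinetic rate of NADH fluorescence loss reporting ADP formed by the decarboxylase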
Spn PMK inh: inhibitors of Streptococcus pneumoniae phosphomevalonate kinase; 65,000 tested, 0.49% active; purified PMK, PK/LDH-coupled NADH absorbance 340 nm; inhibition, % at 10 µM; AID 539;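 active means top-ranked compounds by inhibition in the single 10 µM screen, taking a fixed number of the strongest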;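 further: 0% = full reaction with DMSO carrier and 100% = background rate without enzyme reaction; no value below 0 was filed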
Bfl-1 inhibitors: Bfl-1 inhibitors, primary screen, biochemical, fluorescence polarization, FITC-Bid, mouse (AID 432) | 64,000 tested, 0.02% active | one-dose displacement, % at 20 µM; IC50 in µM for titrated hits | FITC-Bid BH3 peptide fluorescence polarization displacement; higher % means a stronger effect; in the data active means a potency from the dose series; inactive means the rest, 99 in 100 with displacement below about 15%; further: strong numbers were not always called active
HT1080 viability: HT1080 cell viability loss – fluorescence readout (AID 620); cytotoxicity, % at 10 µM; hits with a dose series show EC50 in µM; 87,000 tested, 0.42% active; HT1080 viability, fluorescence; higher % means a stronger effect;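 further: cells exposed to compound overnight then 4 h with Alamar Blue; 0% = vehicle DMSO and 100% = killing control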
Spn MK inh: S. pneumoniae mevalonate kinase inhibition | purified MK, PK/LDH-coupled NADH absorbance 340 nm | inhibition, % at 10 µM | 65,000 tested, 0.48% active;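 active means ranked among the strongest by inhibition in the single 10 µM screen, a fixed top-ranked set picked for dose follow-up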; further: no value below 0 was filed
Alkaline phosphatase: inhibition of tissue-nonspecific alkaline phosphatase – biochemical, luminescent (AID 518); 64,000 tested, 0.09% active; purified TNAP enzyme, luminescent substrate readout; higher % means a stronger effect; one-dose inhibition, % at 20 µM; IC50 in µM for titrated hits; in the data active means a potency from the dose series; inactive means the rest, 99 in 100 with inhibition below about 22%;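 further: plate controls were vehicle for no effect and reference inhibitor for full effect; many of its hits are not listed in these tables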
LYP phosphatase: LYP phosphatase inhibitors, primary screen, biochemical, DiFMUP fluorescence, recombinant catalytic domain, 10 µM (AID 606). one-dose inhibition, % at 10 µM; IC50 in µM for titrated hits. recombinant LYP catalytic domain, DiFMUP fluorescence; higher % means a stronger effect. 52,000 tested, under 10 active;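 active means IC50 under 40 µM in the dose-response test; inactive means IC50 of 40 µM or more, or never dose-tested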
HPDE-C7 viability: cytotoxicity in HPDE-C7 cells, cell-based, fluorescence, HTS (AID 430). HPDE-C7 pancreatic duct cells viability, fluorescence; higher % means a stronger effect. cytotoxicity, % at 10 µM, or EC50 in µM where a hit was titrated. 63,000 tested, 1.8% active;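 further: cells exposed to compound for 48 hours before viability readout; 0% = vehicle and 100% = reference cytotoxic drug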
Spn PMK inh pilot replicates: second read-out of Spn PMK inh, no call of its own (marks repeat the call); inhibition, %; measured here: pilot screen replicates
Spn MK inh pilot replicates: second read-out of Spn MK inh, no call of its own (marks repeat the call); inhibition, %; measured here: pilot screen replicates
Spn DPM-DC inh pilot screen %: second read-out of Spn DPM-DC inh, no call of its own (marks repeat the call); inhibition, %; measured here: pilot screen trials
The depositor's hits bear a star; i = inactive; . = not tested or not shown; + = active, no number. Unless noted, no stated cut-off is given here; in the data, active means cytotoxicity above about 50%; inactive means the rest. Not a hit list; any-hit rate near 3.3%.

SMILES	HPDE-C7K KRASV12	Spn DPM-DC inh	Spn PMK inh	Bfl-1 inhibitors	HT1080 viability	Spn MK inh	Alkaline phosphatase	LYP phosphatase	HPDE-C7 viability	others
COc1ccc(-c2noc(CCC(=O)Nc3cccnc3)n2)cc1OC	7%	i	11	5%	18%	4	0%	.	7%
COc1ccc(C(=O)Nn2c(C)ccc2C)cc1OC	-2%	i	7	-8%	-1%	13	8%	13%	3%
Cc1ccc(-n2ncc3c(=O)n(CC#N)cnc32)cc1	-1%	i	17	-2%	-2%	5	19%	19%	1%
C=CCn1c(=O)c2ccccc2n2c(SCc3csc(-c4ccccc4)n3)nnc12	-13%	i	12	-9%	0%	3	2%	11%	-16%
c1ccc(-c2nnc(-c3ccco3)o2)cc1	3%	i	13	4%	-4%	0	2%	6%	3%
C=CCn1c(Cc2csc(N)n2)nnc1SCC(=O)Nc1ccc(C(=O)OCC)cc1	-16%	i	11	-4%	6%	4	4%	5%	-21%
Cc1ccc(-n2nnnc2SCC(=O)Nc2c(C)n(C)n(-c3ccccc3)c2=O)cc1	-3%	i	0	-1%	-3%	7	14%	.	-12%	Spn PMK inh pilot replicates=0.0;Spn MK inh pilot replicates=0.0;Spn DPM-DC inh pilot screen %=0.0
O=C(CCn1c(=O)sc2ccccc21)NCCN1CCOCC1	-4%	i	11	-1%	4%	0	7%	10%	-14%
COc1ccc2[nH]c(=O)c(CN(Cc3ccccc3)Cc3nnnn3CC3CCCO3)cc2c1 (stereo not drawn)	-2%	i	10	4%	-16%	12	14%	.	-19%
CCn1c(SCC(=O)Nc2cccc(C(C)=O)c2)nnc1C(C)C	-19%	+	16	-3%	-3%	0	11%	-4%	-30%
O=C(Nc1nnc(-c2ccco2)s1)c1ccccc1	9%	i	0	-1%	-6%	4	2%	6%	4%
COc1ccc(C2C3=C(CCCC3=O)Nc3nc(SCc4ccc(C(=O)O)cc4)nn32)cc1OC (stereo not drawn)	6%	i	2	0%	-5%	1	5%	6%	-3%
CCc1ccc2c(c1)C(C)=CC(C)(C)N2	-4%	i	3	-4%	6%	3	-3%	.	4%
O=C(NCCN1CCN(c2ccccc2)CC1)C1(S(=O)(=O)c2ccc(Cl)cc2)CC1	6%	i	0	-8%	-3%	5	12%	10%	-4%
CN(C)CC(C)(C)NS(=O)(=O)c1ccc(Cl)cc1	-3%	i	2	-3%	2%	9	10%	-13%	-2%
CCCCCCn1c(SCCCC)nc2c1c(=O)[nH]c(=O)n2C	14%	i	10	-5%	-9%	1	13%	4%	-4%	Spn PMK inh pilot replicates=0.5;Spn MK inh pilot replicates=0.0;Spn DPM-DC inh pilot screen %=0.0
O=C(COc1ccc(Cl)cc1)Nc1ccc(Cl)cn1	11%	i	3	-6%	-2%	0	8%	.	-3%
Cc1ccc(-c2oc3ncnc(N)c3c2-c2ccc(C)cc2)cc1	.	.	3	.	4%	5	.	.	.
CC1=CCP(=O)(c2ccccc2)C1 (stereo not drawn)	-7%	i	19	-3%	-4%	2	9%	-5%	0%
Cc1ccc(C)c2nc(N3CCCC3)c(C#N)cc12	1%	i	16	-2%	0%	10	3%	7%	-6%

Structural class, the compounds so far containing a furan ring, fused or not
SMILES	HPDE-C7K KRASV12	Spn DPM-DC inh	Spn PMK inh	Bfl-1 inhibitors	HT1080 viability	Spn MK inh	Alkaline phosphatase	LYP phosphatase	HPDE-C7 viability	others
c1ccc(-c2nnc(-c3ccco3)o2)cc1	3%	i	13	4%	-4%	0	2%	6%	3%
O=C(Nc1nnc(-c2ccco2)s1)c1ccccc1	9%	i	0	-1%	-6%	4	2%	6%	4%
Cc1ccc(-c2oc3ncnc(N)c3c2-c2ccc(C)cc2)cc1	.	.	3	.	4%	5	.	.	.

The listing picks up; the two compounds before the break are reprinted first.
SMILES	HPDE-C7K KRASV12	Spn DPM-DC inh	Spn PMK inh	Bfl-1 inhibitors	HT1080 viability	Spn MK inh	Alkaline phosphatase	LYP phosphatase	HPDE-C7 viability	others
CC1=CCP(=O)(c2ccccc2)C1 (stereo not drawn)	-7%	i	19	-3%	-4%	2	9%	-5%	0%
Cc1ccc(C)c2nc(N3CCCC3)c(C#N)cc12	1%	i	16	-2%	0%	10	3%	7%	-6%
CC1(C)CC(=O)C(C=NCCc2ccccn2)=C(O)C1	-1%	i	0	2%	1%	0	-1%	.	5%
O=C(C(Cc1ccccc1)n1cccc1)N1CCCCC1 (stereo not drawn)	-13%	i	0	-1%	-9%	8	5%	1%	-20%
O=C(O)[C@H](Cc1ccccc1)N1Cc2ccccc2C1=O	-10%	i	1	-4%	4%	20	-2%	2%	-16%
NC(=O)C1CCN(C(c2ccccc2F)c2nnnn2Cc2ccco2)CC1 (stereo not drawn)	3%	i	16	-3%	-7%	0	7%	9%	-4%
Cc1cc(S(=O)(=O)Nc2ccccc2C(=O)O)ccc1Cl	30%	i	0	1%	6%	1	8%	-1%	23%
Cc1oc(-c2cccs2)[n+]([O-])c1C	5%	i	7	4%	1%	9	4%	2%	0%
COc1ccc(C(=O)NCCC(C)C)cc1S(=O)(=O)N1CCOCC1	11%	i	6	4%	13%	0	19%	3%	-2%	Spn PMK inh pilot replicates=4.0;Spn MK inh pilot replicates=1.0;Spn DPM-DC inh pilot screen %=0.0
CS(=O)(=O)N(CC(=O)N1CCCCCC1)c1ccc2c(c1)OCCO2	-20%	i	6	-4%	8%	12	0%	-1%	-22%
Cc1ccc(NS(=O)(=O)c2ccc3c(c2)oc(=O)n3C)cc1F	-5%	i	4	10%	-3%	2	5%	-8%	0%
CCOc1ccc(-n2c(SC)nc3c(c2=O)SCC3)cc1	-1%	i	1	-8%	0%	14	6%	3%	-6%

Not a retest: an excerpt of the list.
SMILES	HPDE-C7K KRASV12	Spn DPM-DC inh	Spn PMK inh	Bfl-1 inhibitors	HT1080 viability	Spn MK inh	Alkaline phosphatase	LYP phosphatase	HPDE-C7 viability	others
Cc1cc(S(=O)(=O)Nc2ccccc2C(=O)O)ccc1Cl	30%	i	0	1%	6%	1	8%	-1%	23%
Cc1oc(-c2cccs2)[n+]([O-])c1C	5%	i	7	4%	1%	9	4%	2%	0%
COc1ccc(C(=O)NCCC(C)C)cc1S(=O)(=O)N1CCOCC1	11%	i	6	4%	13%	0	19%	3%	-2%	Spn PMK inh pilot replicates=4.0;Spn MK inh pilot replicates=1.0;Spn DPM-DC inh pilot screen %=0.0
CS(=O)(=O)N(CC(=O)N1CCCCCC1)c1ccc2c(c1)OCCO2	-20%	i	6	-4%	8%	12	0%	-1%	-22%
Cc1ccc(NS(=O)(=O)c2ccc3c(c2)oc(=O)n3C)cc1F	-5%	i	4	10%	-3%	2	5%	-8%	0%
CCOc1ccc(-n2c(SC)nc3c(c2=O)SCC3)cc1	-1%	i	1	-8%	0%	14	6%	3%	-6%

Further results.
SMILES	HPDE-C7K KRASV12	Spn DPM-DC inh	Spn PMK inh	Bfl-1 inhibitors	HT1080 viability	Spn MK inh	Alkaline phosphatase	LYP phosphatase	HPDE-C7 viability	others
CCc1cc(C(=O)OC)c(NC(=O)CC2NCCNC2=O)s1 (stereo not drawn)	-1%	i	0	-2%	1%	7	-1%	-4%	-15%
Cc1cc(C)c2nc3c(c(C(=O)O)c2c1)CCC3	-12%	i	4	-3%	2%	0	-5%	16%	-3%
COc1ccc(OC)c(NS(=O)(=O)Cc2ccccc2)c1	-17%	i	2	28%	4%	15	26%	-3%	-11%	Spn PMK inh pilot replicates=4.0;Spn MK inh pilot replicates=0.0;Spn DPM-DC inh pilot screen %=1.0
COCNc1nc(OCC#N)nc(N(C)C)n1	-1%	i	5	0%	-9%	1	10%	9%	7%
COc1cccc(N(CC(=O)NC(C)c2ccccc2)S(C)(=O)=O)c1 (stereo not drawn)	-6%	i	0	-6%	.	8	9%	4%	-6%
CC(C(=O)OCn1nnc2ccccc2c1=O)N1C(=O)c2ccccc2C1=O (stereo not drawn)	10%	i	0	0%	-8%	0	8%	7%	2%	Spn PMK inh pilot replicates=0.0;Spn MK inh pilot replicates=4.0;Spn DPM-DC inh pilot screen %=1.5
COc1ccc(C2N=C(N)N=C(N)N2c2ccccc2)cc1OC (stereo not drawn)	-17%	i	2	-1%	-21%	3	-10%	15%	-12%
O=C(OCn1nnc2ccccc2c1=O)C1COc2ccccc2O1 (stereo not drawn)	2%	i	14	-5%	2%	3	17%	-3%	-4%
CCC(=O)Nc1ccc(-c2nn3c(C)nnc3s2)cc1	-7%	i	7	-5%	-5%	17	8%	3%	2%
O=C(O)c1ccc(COc2ccc(CO)cc2Cl)cc1	-9%	i	7	-4%	-4%	11	10%	-2%	-13%
COC(=O)C(NC(C)=O)(Nc1nc2c(s1)CCCC2)C(F)(F)F (stereo not drawn)	0%	i	13	14%	-3%	4	20%	.	10%
CC(=O)Nc1ccc(S(=O)(=O)Nc2cccc(N(C)S(C)(=O)=O)c2)cc1	2%	i	6	7%	-1%	0	7%	-12%	-2%
Cc1ccc(S(=O)(=O)NCCn2c(C)cc3ccccc32)cc1	9%	i	5	4%	4%	12	4%	15%	16%
Cc1ccc(C)c(Cn2c(=O)n(CCCC(=O)NCc3ccco3)c(=O)c3ccccc32)c1	56%*	i	17	-3%	3%	0	3%	13%	60%*
CCOc1cc(CNCC2CCCO2)cc(Br)c1OCC(N)=O (stereo not drawn)	2%	i	8	-8%	-7%	9	10%	-1%	-1%
Cc1cc(C)c2[nH]c(=O)c(CN(C(=O)C3CCCO3)C3CCCC3)cc2c1 (stereo not drawn)	-24%	i	10	12%	-2%	11	5%	3%	-24%
O=C1NC(c2ccccc2)C(C(=O)c2cccs2)=C1O (stereo not drawn)	-4%	i	8	-8%	-9%	10	6%	-2%	-12%
CCC(Sc1ccc(C(=O)O)cc1)C(=O)O (stereo not drawn)	20%	i	12	3%	10%	9	19%	9%	15%	Spn PMK inh pilot replicates=4.5;Spn MK inh pilot replicates=0.0;Spn DPM-DC inh pilot screen %=0.0
CCOC(=O)CSc1nc2nc(C)cc(C)n2n1	-2%	i	7	-2%	0%	7	9%	-8%	2%
CCC1C2CN(C(C)=O)CC=C2C(C#N)=C(N)C1(C#N)C#N (stereo not drawn)	-6%	i	15	1%	-5%	12	-1%	10%	-1%
